TRPC4 agonist – activators of mouse TRPC4 channel; 0.49% of 310,000 active; B-score at 10 µM; HEK293 TRPC4beta/mu-opioid, Fluo4 calcium fluorescence; active compounds read high;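 active = B-score above 5 SD of library B-scores, and initial fluorescence ratio not above library mean plus 5 SD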;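 also: positive B-score marks a calcium rise read as TRPC4 activation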
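System: HEK293 cells stably co-expressing mouse TRPC4beta and mu-opioid receptor; Schedule: Fluo4 dye loading 45 min at room temperature, 110 s recording; Detection: Fluo4 fluorescence, kinetic; Evaluation: B-scored integrated calcium fluorescence ratio; Controls: buffer (low) and maximal DAMGO (high).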
PolyA inh – inhibitors of polyadenylation in S. cerevisiae | calls only at 12 µM | S. cerevisiae SKY197-pL101 polyadenylation reporter, beta-gal luminescence; efflux-impaired pdr1/pdr3 knockout yeast; score 100 = 6 SD above DMSO | AID 1875 | 0.02% of 300,000 active;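 active = lowest replicate activity score at least 50, where 100 means six control SD above control mean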;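 also: yeast exposed to compound for 9 h at 30 °C; higher score means more reporter readthrough which indicates perturbed polyadenylation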
KCNK9 inh – inhibitors of human KCNK9 two-pore domain potassium channel; B-score at 10 µM; Q9NPC2; HEK293 KCNK9, FluxOR thallium flux fluorescence; active compounds read low; 1.2% of 310,000 active;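 active = ratio B-score over 3 SD below the library mean, with starting fluorescence within 5 SD of its mean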;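 also: negative B-score means less thallium flux so channel inhibition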
Target sequence (Q9NPC2 whole entry, looked up, the tested form may be a part): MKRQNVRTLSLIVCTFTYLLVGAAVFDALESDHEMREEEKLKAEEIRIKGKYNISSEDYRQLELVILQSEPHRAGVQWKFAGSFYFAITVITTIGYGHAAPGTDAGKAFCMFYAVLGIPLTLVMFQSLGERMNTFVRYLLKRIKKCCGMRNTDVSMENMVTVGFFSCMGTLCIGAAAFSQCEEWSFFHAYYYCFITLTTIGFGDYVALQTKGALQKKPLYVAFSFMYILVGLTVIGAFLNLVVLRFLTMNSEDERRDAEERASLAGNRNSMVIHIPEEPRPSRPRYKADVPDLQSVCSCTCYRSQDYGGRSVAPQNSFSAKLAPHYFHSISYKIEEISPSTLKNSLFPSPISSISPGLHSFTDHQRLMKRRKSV
TRPC4 block – inhibitors of mouse TRPC4 channel. Q9QUQ5. HEK293 TRPC4beta/mu-opioid, DAMGO-evoked Fluo4 calcium flux; active compounds read low. B-score at 10 µM. 0.39% of 300,000 active. AID 2247;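 active = B-score over 3 SD under the library average, no early fluorescence shift, positive overall ratio signal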
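Assay system: Stable TRPC4beta/mu-opioid receptor HEK293 cells | Reagent: DAMGO in two steps, submaximal then maximal | Compound dosing: Single concentration per test compound | Signal: Fluo4 Ca2+ flux fluorescence | Evaluation: Per-well B score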
KCNQ1 block – blocks the human KCNQ1 potassium channel. P51787. CHO-K1 KCNQ1, FluxOR thallium flux fluorescence; active compounds read high. B-score at 10 µM. 1.3% of 310,000 active. AID 2642;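 active = compounds whose thallium flux B-score, printed positive for inhibition, exceeds three library SD while starting fluorescence stays within three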;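 also: channel opened by potassium depolarization with thallium stimulus after 20 min compound exposure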
KCNQ1 act – potentiates or activates the human KCNQ1 potassium channel | P51787 | CHO-K1 KCNQ1, thallium flux FluxOR fluorescence; active compounds read high | B-score at 10 µM | 0.35% of 310,000 active;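 active = fluorescence ratio B-score, a plate-corrected score, at least three library SD, with initial intensity B-score within 5 SD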
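Assay system: CHO-K1 cells stably expressing KCNQ1. Medium: assay buffer for compound exposure, DMSO matched across wells. Timing: 37 °C overnight plating, 90-min dark dye load, 20-min compound pretreatment. Signal: kinetic FluxOR fluorescence, 10 s baseline plus 110 s post-stimulus.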
TRPC4 PAM – allosterically enhances the mouse TRPC4 cation channel. Q9QUQ5. HEK293 TRPC4beta/mu-opioid, DAMGO EC20, Fluo-4 Ca2+ flux; active compounds read high. B-score at 10 µM. 0.42% of 310,000 active;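 active = B-score of calcium response area above 5 SD of library B-scores, with initial fluorescence ratio within 5 SD of library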;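 also: B-score of integrated fluorescence ratio over time as area under calcium response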
DYRK1A inh – inhibitors of rat Dyrk1A kinase | Q63470 | ADP-Glo luminescence, NFATc1 peptide | inhibition, % at 12.5 µM | 0.43% of 310,000 active; in the data active = inhibition above about 50%;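 also: plate controls were vehicle with enzyme for no effect and no enzyme for full effect; many of its hits are not listed in these tables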
Platelet DG rel – platelet dense granule release activity; human platelet-rich plasma, SFLLRN dense granule ATP release, luminescence; inhibition, %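 (compounds screened at 7.5 µM in platelet-rich plasma)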; 0.22% of 300,000 active; AID 1663;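 active = mean replicate score, as percent of positive control, at or above 50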
hERG rescue – hERG (human) protection from proarrhythmic block; Q12809; CHO-hERG, FluxOR thallium flux, dofetilide IC70 present; activation (rescue from dofetilide block), less the hit threshold, % at 10 µM; 0.51% of 310,000 active;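 active = activation above the mean of controls blocked by dofetilide plus 5 SD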;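 also: thallium influx through hERG after potassium depolarization seen as dye fluorescence rise; in these data hits start at about 4.7%; inactives centre near -7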
KCNK3 inh – human KCNK3 channel inhibition, primary screen. B-score at 10 µM. O14649. 0.84% of 340,000 active. CHO-KCNK3 thallium flux, FluxOR fluorescence; active compounds read low;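 active = B-score under library mean minus 4 SD, starting fluorescence ratio at most library mean plus 5 SD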;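 also: more negative B-score means stronger inhibition of thallium flux through KCNK3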
Target sequence (O14649 whole entry, looked up): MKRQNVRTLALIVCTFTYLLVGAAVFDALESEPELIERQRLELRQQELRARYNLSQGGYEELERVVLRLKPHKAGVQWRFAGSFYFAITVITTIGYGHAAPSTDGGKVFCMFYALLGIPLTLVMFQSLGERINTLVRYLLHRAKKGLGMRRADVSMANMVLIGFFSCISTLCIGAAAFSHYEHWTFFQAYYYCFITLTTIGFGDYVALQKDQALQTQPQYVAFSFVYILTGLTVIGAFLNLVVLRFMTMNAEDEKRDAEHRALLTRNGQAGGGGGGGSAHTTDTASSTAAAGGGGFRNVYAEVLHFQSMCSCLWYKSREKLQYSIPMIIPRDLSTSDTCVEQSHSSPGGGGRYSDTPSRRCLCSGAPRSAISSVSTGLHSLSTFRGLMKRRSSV
* = called active by the depositor; i = inactive; nt = no result given. The list is partial, so the mix of outcomes need not match the whole.

SMILES,KCNK3 inh,PolyA inh,hERG rescue,TRPC4 block,KCNQ1 act,DYRK1A inh,TRPC4 PAM,KCNQ1 block,Platelet DG rel,KCNK9 inh,TRPC4 agonist
COc1ccc(S(=O)(=O)N2CCC(C(=O)NC3CCCC3)CC2)cc1OC,i,i,-6,i,i,2,i,i,-6,i,i
O=c1cc(NCCCO)c2ccccc2o1,i,i,-7,i,i,45,i,i,-2,i,i
O=C(N/N=C/c1ccc([N+](=O)[O-])cc1)c1cccs1,i,i,-9,i,i,nt,i,i,7,i,i
O=C(CSCc1ccc([N+](=O)[O-])cc1)Nc1cccc(C(=O)Nc2ccccc2C(=O)O)c1,i,i,-6,i,i,-1,i,i,4,i,i
Cc1cc(C)n(CCCNC(=O)c2cc(COc3ccc(C)c(C)c3)on2)n1,i,i,-13,i,i,-5,i,i,-6,i,i
Cc1ccc(-c2csc(NCCn3c(C(F)(F)F)nc4ccccc43)n2)cc1,i,i,-6,i,i,1,i,i,-8,i,i
COc1cccc(NC(=O)N2CCN(c3cccc(C)c3)C(C)C2)c1 (configuration not stated),i,i,-4,nt,i,4,i,i,4,i,i
CCOC(=O)C(C)n1nc(/C=C/c2ccccc2)ccc1=O (configuration not stated),i,i,-3,i,i,2,i,i,-7,i,i
COc1ccc(N2CCN(Cc3nc4c(c(=O)[nH]c(=O)n4C)n3Cc3cccc(Cl)c3)CC2)cc1,i,i,-8,i,i,2,i,i,-22,i,i
O=C(NCc1ccccc1Cl)c1cccc(NC(=O)c2ccccc2)c1,i,i,-1,i,i,0,i,i,3,i,i
Nc1cc(Cl)ccc1C(=O)OCC(=O)N1CCOCC1,i,i,-8,i,i,-1,i,i,-4,i,i
COc1ccc(F)cc1S(=O)(=O)Nc1ccc2c(c1)OCO2,i,i,-9,i,i,0,i,i,-3,i,i
COC(=O)N/N=C(C)\C=C\c1ccco1,i,i,-5,i,i,-56,i,i,6,i,i
CCOC(=O)N1CCN(C(=S)NC(=O)C2CCCC2)CC1,i,i,-7,i,i,14,i,i,-2,i,i
O=c1c2ccccc2nnn1COc1cccc2ccccc12,i,i,-13,i,i,2,i,i,3,i,i

SMILES,KCNK3 inh,PolyA inh,hERG rescue,TRPC4 block,KCNQ1 act,DYRK1A inh,TRPC4 PAM,KCNQ1 block,Platelet DG rel,KCNK9 inh,TRPC4 agonist
Cc1ccc(N2C(S)=C(C#N)C(=O)NC2c2cccs2)cc1 (configuration not stated),i,nt,-9,i,i,0,i,i,1,i,i
CCC(C(=O)Nc1cc(Cl)ccc1OC)c1ccccc1 (configuration not stated),i,i,-5,i,i,-2,i,i,-7,-7.3*,i
Cc1ccc(S(=O)(=O)N(C)C)cc1NC(=S)NCc1ccco1,i,i,-6,i,i,6,i,i,16,i,i
COc1cc(/C=C2\COC/C(=C\c3cc(OC)c(OC)c(OC)c3)C2=O)cc(OC)c1OC,i,i,-14,i,i,-5,i,i,-1,i,i
O=C(CSc1c[nH]c2ccccc12)N1CCCc2ccccc21,i,i,-4,i,i,-2,i,i,21,i,i
CSc1nnc(C)c(/C=C/Nc2ccc(C)cc2)n1,i,i,-10,i,i,3,i,i,-6,i,i
CS(=O)(=O)N1CCN(C(=O)c2cc3ccccc3oc2=O)CC1,i,i,-5,i,i,-1,i,i,4,i,i
CCN(CC(=O)NC)S(=O)(=O)c1ccc(Br)cc1,i,i,-5,i,i,-2,i,i,3,i,i
CCCC(C)n1[nH]c(=O)c2c(C)cc(C)nc21 (configuration not stated),i,i,-10,i,i,nt,i,i,11,i,i
CC(OC(=O)CC1Sc2ccccc2NC1=O)C(=O)NC1CCCC1 (configuration not stated),i,i,-4,i,i,-4,i,i,1,i,i
O=C(Cn1ncc2c(=O)oc3ccccc3c21)N1CCN(C(=O)c2ccco2)CC1,i,i,-12,i,8*,7,i,i,-1,i,i
CCc1ccc(N(CC(=O)N2CCN(Cc3ccccc3)CC2)S(C)(=O)=O)cc1,i,i,-5,i,i,-6,i,i,-6,i,i
CCC/C(O)=C1\C(=O)CCCC1=NCCc1ccc(OCC)c(OCC)c1,-9.2*,i,-13,i,i,nt,i,i,9,i,i
C=CCn1c(C(CCCC)CC(O)COCCC)n[nH]c1=S (configuration not stated),i,i,-12,i,i,3,i,i,-1,i,i
CC(=O)NCCn1c(SCc2cc(=O)n3cc(Cl)ccc3n2)nc2ccccc2c1=O,i,i,-4,i,i,24,i,i,2,i,i

SMILES,KCNK3 inh,PolyA inh,hERG rescue,TRPC4 block,KCNQ1 act,DYRK1A inh,TRPC4 PAM,KCNQ1 block,Platelet DG rel,KCNK9 inh,TRPC4 agonist
COC(=O)CCC(=O)OC1(C)C(=O)C2=CN(c3ccccc3)C(c3ccc(OC)cc3)=CC2=C(Br)C1=O (configuration not stated),i,i,-14,i,i,5,i,i,1,i,i
COc1ccc(/C=C(\C#N)C(=O)Nc2cccnc2)cc1,i,i,-7,i,i,-2,i,i,11,i,i
Cc1cc(=O)n2nc(N3CCCC(C(=O)NC4CCC(C)CC4)C3)sc2n1 (configuration not stated),i,i,-8,i,i,0,i,i,-2,i,i
Clc1ccc2noc(-c3ccccc3)c2c1,i,i,-6,i,i,-3,i,i,7,i,i
O=C(CCNC(=O)c1ccccc1Cl)Nc1cc(C(F)(F)F)ccc1N1CCCC1,i,i,-11,i,i,0,i,i,-10,i,i
O=C1NC(Nc2nccs2)(C(F)(F)F)C(=O)N1CCc1ccccc1 (configuration not stated),i,i,-5,i,i,15,i,i,-3,i,i
COc1ccc(C2(CNC(=O)c3ccc(C)cc3)CCOCC2)cc1,i,i,-7,i,i,0,i,i,1,i,i
COc1ccc(S(=O)(=O)N2Cc3ccccc3CC2C(=O)Nc2nccs2)cc1 (configuration not stated),i,i,-7,i,i,-2,i,i,-8,i,i
O=c1c2ccccc2sn1-c1cc(S(=O)(=O)N2CCOCC2)ccc1N1CCCC1,i,i,-11,i,i,-6,i,i,0,i,i
Cc1cc(N2CCCC2)ccc1/C=C1/C(=O)N(C)C(=S)N1C,i,i,-7,i,i,-4,i,i,4,i,i
Cc1cccc2cc(CN(CCCO)C(=O)Nc3ccccc3Cl)c(=O)[nH]c12,i,i,-9,i,i,-5,i,i,8,i,i
CCOc1ccc(S(=O)(=O)N2CCN(C(=O)C3CCC3)CC2)cc1,i,i,-11,i,i,-9,i,i,-10,i,i
CN(C)C(=O)c1snnc1-c1ccccc1,i,i,-6,i,i,2,i,i,-1,i,i
CC(C)COC(=O)c1cccc2c1-c1ccccc1/C2=N\O,i,i,1,i,i,24,i,i,3,i,i
COc1ccc(-n2c(C)nc3cc(C(=O)N4CCOCC4)ccc32)cc1,i,nt,-10,i,i,38,i,i,5,i,i

SMILES,KCNK3 inh,PolyA inh,hERG rescue,TRPC4 block,KCNQ1 act,DYRK1A inh,TRPC4 PAM,KCNQ1 block,Platelet DG rel,KCNK9 inh,TRPC4 agonist
O=C(NCC(c1cccs1)N1CCOCC1)c1cc([N+](=O)[O-])cc([N+](=O)[O-])c1 (configuration not stated),i,i,-2,i,i,-2,i,i,-3,i,i
O=C(Nc1ccccc1)c1n[nH]c(Cn2cncn2)n1,i,i,-6,i,i,2,i,i,9,i,i
O=[N+]([O-])c1ccc(CSc2nc3ccccc3[nH]2)cc1,i,i,-11,i,i,-4,i,i,20,i,i
Cc1cc(C)n2nc(Sc3ncccc3[N+](=O)[O-])nc2n1,i,i,-4,i,i,nt,i,i,3,i,i
COC(=O)c1cn(S(=O)(=O)c2ccccc2)c2ccccc12,i,i,-7,i,i,-1,i,i,-8,i,i
O=C(CSC1CC(=O)N(CCc2ccccc2)C1=O)Nc1ccc(Br)cc1 (configuration not stated),i,i,-3,i,i,0,i,i,5,i,i
Cn1nc(C(F)(F)F)c(-c2ccc(Br)cc2)c1NC(=O)c1cccnc1,i,i,4,i,i,13,i,i,-4,i,i
O=C(CSc1nnc(COc2ccc(Cl)cc2)o1)NC1CCCCC1,i,i,-14,i,i,10,i,i,-35,i,i
COc1cccc(OC)c1C(=O)Nc1ccccc1C(=O)N1CCCC1,i,i,-6,i,i,6,i,i,0,i,i
Fc1ccc(CNC(=S)Nc2ccc(Cl)cc2Cl)cc1,i,i,-10,i,i,-4,i,i,2,i,i
CCOC(=O)N1CCN(C(=O)Cc2cccc3ccccc23)CC1,i,i,-11,i,i,1,i,i,3,i,i
Fc1ccc(-n2cc(-c3ccccc3)[n+]3c2SCC3)cc1,i,i,-15,i,i,-11,i,i,10,i,i
Cc1c(C(=O)NCc2ccco2)oc2ccc(S(=O)(=O)N3CCC4(CC3)OCCO4)cc12,i,i,-17,i,i,3,i,i,14,i,i
Cc1noc(C)c1C(=O)Nc1ccccc1C(=O)NCCc1ccccc1,i,i,-4,i,i,1,i,i,-3,i,i
CCCCn1c(N)c(N(CCOC)C(=O)COC(=O)CSc2cc(C)c3ccccc3n2)c(=O)[nH]c1=O,i,i,-12,i,i,10,i,i,7,i,i

SMILES,KCNK3 inh,PolyA inh,hERG rescue,TRPC4 block,KCNQ1 act,DYRK1A inh,TRPC4 PAM,KCNQ1 block,Platelet DG rel,KCNK9 inh,TRPC4 agonist
C[C@@H](C(=O)N[C@@H](Cc1ccccc1)C(=O)O)n1nnc2ccccc2c1=O,i,i,-7,i,i,-8,i,i,-3,i,i
O=C(c1ccc(N2CCN(C3CC(=O)N(Cc4cccs4)C3=O)CC2)cc1)c1cccnc1 (configuration not stated),i,i,-10,i,i,-3,i,i,-5,i,i
CSCCC(NS(=O)(=O)c1cccs1)C(=O)NCc1ccccc1 (configuration not stated),i,i,-12,i,i,-5,i,i,14,i,i
CC(=O)Nc1cccc(-c2nc3ccc(NC(C)=O)cc3s2)c1,i,i,-21,i,i,-1,i,i,-1,i,i
Cc1ccc(OCCn2cc(/C=N/NC(=O)c3ccncc3)c3ccccc32)cc1,i,i,-6,i,i,9,i,i,2,i,i
O=C(CN1CCC(n2nnc3cc(F)ccc32)CC1)NCCc1nc2ccccc2[nH]1,i,i,-4,i,i,-4,i,i,7,i,i
CCOc1ccc(N=C2NC(=O)/C(=C/C(=O)OC)S2)cc1,i,i,-3,i,i,-4,i,i,-3,i,i
O=C(O)c1cc2c(=O)c3ccccc3oc2nc1C(F)(F)F,i,i,0,i,i,-8,i,i,-8,i,i
CCCCc1ccc(NC(=O)CSc2nnc(C)c(=O)n2N)cc1,i,i,-8,i,i,-2,24*,i,-19,i,i

Source: PubChem (several laboratories)
